HT1080-NT tox – qHTS for induction of synthetic lethality in tumor cells producing 2HG: qHTS for the HT-1080-NT fibrosarcoma cell line. HT-1080-NT fibrosarcoma viability, CellTiter-Glo ATP luminescence, 48 h. Potency, µM (highest dose often 46.1 µM), for the others: at the highest dose activity, negative = less viability, hits mostly cytotoxic. hit rate 1.6% among 360,000. AID 686970, 2013;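 further: NT is the 2HG producing partner of a matched IDH1 knockdown line; potency means the concentration at half of the fitted maximal effect; 0% = DMSO-treated cells and -100% = media-only wells without cells; nearly all actives have a fitted effect of over 55% in size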
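Read-out is CellTiter-Glo luminescence after 10 minutes at room temperature, following 48 hours' compound treatment of HT-1080-NT cells (750 cells/well, RPMI, 5% FBS, 37 degrees C).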
ATXN2 expr inh – Primary qHTS for Inhibitors of ATXN expression | HEK-293 ATXN2-luciferase reporter, luminescence, 24 h | Potency, µM (top dose mostly 57 µM), without a hit: at the highest dose activity change, negative = inhibition, most hits filed as inhibitors | hit rate 0.72% among 360,000 | AID 1745845, 2022; further: potency means the concentration at half of the fitted maximal effect; on the % scale 0 is the no-effect control and ±100 the full control effect; nearly all actives have a fitted effect of over 55% in size
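ATXN2-luciferase reporter cells (luciferase flanked by upstream and downstream ATXN2 gene portions) were treated 24 h at 37 °C with compounds at up to 57 uM. SteadyGlo luminescence gave expression; GF-AFC fluorescence gave viability.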
KB-V1 cytotox – qHTS assay for MDR1-selective chemotherapeutics: Primary screen using the drug-selected MDR subline cells KB-V1 | KB-V1 MDR cells viability, CellTiter-Glo, 72 h | Potency, µM (top dose mostly 46.1 µM), inactives show at the highest dose activity change, negative = cytotoxicity, most hits filed as cytotoxic | hit rate 3.4% among 400,000; further: potency means the concentration at half of the fitted maximal effect; on the % scale 0 is the no-effect control and ±100 the full control effect; nearly all actives have a fitted effect of over 60% in size
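Following 72 h at 37 degrees C with compound, KB-V1 cell viability was read by CellTiter-Glo luminescence, medium being phenol-red-free DMEM plus 10% FBS; concentration-response parameters came from normalized, curve-fitted qHTS data.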
WRN inhibitor – qHTS for Inhibitors of WRN Helicase. Potency, µM (doses to about 114 µM), for the others: at the highest dose activity change, negative = inhibition, usual class: inhibitors. WRN helicase unwinding, fluorescent forked duplex, kinetic. hit rate 0.46% among 360,000. Bifunctional 3'-5' exonuclease/ATP-dependent helicase WRN (Homo sapiens), Q14191; further: potency means the concentration at half of the fitted maximal effect; on the % scale 0 is the no-effect control and ±100 the full control effect; nearly all actives have a fitted effect of over 55% in size
Target sequence (Q14191 whole entry, looked up): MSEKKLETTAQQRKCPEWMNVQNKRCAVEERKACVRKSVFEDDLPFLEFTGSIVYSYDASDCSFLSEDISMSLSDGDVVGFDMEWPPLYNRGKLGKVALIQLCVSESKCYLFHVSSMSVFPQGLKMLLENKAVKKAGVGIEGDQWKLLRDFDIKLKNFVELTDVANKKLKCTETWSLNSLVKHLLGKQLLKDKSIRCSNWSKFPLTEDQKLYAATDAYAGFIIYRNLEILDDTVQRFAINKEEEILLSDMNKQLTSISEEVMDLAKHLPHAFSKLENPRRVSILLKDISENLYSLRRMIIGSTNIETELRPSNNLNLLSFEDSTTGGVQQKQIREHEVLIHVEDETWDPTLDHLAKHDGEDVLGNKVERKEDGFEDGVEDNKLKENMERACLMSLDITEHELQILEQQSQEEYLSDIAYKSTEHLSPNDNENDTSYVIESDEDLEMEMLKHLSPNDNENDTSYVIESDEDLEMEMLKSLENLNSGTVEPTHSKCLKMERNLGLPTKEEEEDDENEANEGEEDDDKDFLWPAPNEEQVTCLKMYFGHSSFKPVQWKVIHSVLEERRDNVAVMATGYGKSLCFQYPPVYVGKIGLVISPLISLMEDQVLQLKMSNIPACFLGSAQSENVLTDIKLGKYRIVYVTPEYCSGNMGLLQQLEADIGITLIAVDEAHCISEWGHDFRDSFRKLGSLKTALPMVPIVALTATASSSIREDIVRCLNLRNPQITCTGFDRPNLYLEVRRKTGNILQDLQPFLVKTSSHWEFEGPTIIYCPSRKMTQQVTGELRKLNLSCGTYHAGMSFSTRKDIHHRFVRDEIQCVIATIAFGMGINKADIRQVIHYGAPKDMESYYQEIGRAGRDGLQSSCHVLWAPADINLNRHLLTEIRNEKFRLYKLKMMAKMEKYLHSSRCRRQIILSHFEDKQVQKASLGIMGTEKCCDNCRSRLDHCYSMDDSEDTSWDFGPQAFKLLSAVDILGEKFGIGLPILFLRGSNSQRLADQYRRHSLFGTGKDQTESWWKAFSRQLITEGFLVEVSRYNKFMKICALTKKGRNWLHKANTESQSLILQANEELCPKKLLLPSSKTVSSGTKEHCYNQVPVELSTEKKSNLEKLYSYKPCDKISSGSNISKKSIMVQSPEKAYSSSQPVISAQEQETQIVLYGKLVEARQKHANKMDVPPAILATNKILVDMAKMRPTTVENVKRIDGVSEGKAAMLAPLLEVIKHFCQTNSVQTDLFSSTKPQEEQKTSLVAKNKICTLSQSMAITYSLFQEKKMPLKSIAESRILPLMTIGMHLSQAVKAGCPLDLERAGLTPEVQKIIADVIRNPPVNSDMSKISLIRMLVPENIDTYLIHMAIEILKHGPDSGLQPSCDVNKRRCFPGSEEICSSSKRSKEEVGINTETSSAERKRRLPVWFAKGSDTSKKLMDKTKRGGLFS
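WRN at 20 nM final was preincubated with compound for 15 min at room temperature; reaction started with 100 nM forked duplex oligonucleotide carrying fluorophore and quencher plus 2 mM ATP (final). Unwinding followed kinetically by red fluorescence (ex 525/em 598 nm).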
KB-3-1 cytotox – qHTS assay for MDR1-selective chemotherapeutics: Primary screen using the parental adenocarcinoma cell KB-3-1; hit rate 1.4% among 400,000; KB-3-1 viability, CellTiter-Glo ATP luminescence, 72 h; Potency, µM (highest dose often 46.1 µM), for the others: at the highest dose activity change, negative = cytotoxic, usual class: cytotoxic; further: potency means the concentration at half of the fitted maximal effect; on the % scale 0 is the no-effect control and ±100 the full control effect; nearly all actives have a fitted effect of over 60% in size
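Cells are dispensed, compounds pinned in, plates held at 37 °C for 72 h, then CellTiter-Glo is added and luminescence read after 10 minutes. Cell line: parental KB-3-1 in phenol-red-free DMEM, 10% FBS.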
SW480 rereplic – A quantitative high throughput screen for small molecules that induce DNA re-replication in SW480 colon adenocarcinoma cells. SW480 DNA re-replication, Hoechst DNA content imaging, 48 h. Potency, µM (doses to about 46.1 µM), inactives show top-dose re-replication activation, hits mostly activators. hit rate 1.8% among 340,000; further: potency means the concentration at half of the fitted maximal effect; % of control where 0% means no effect; nearly all actives have a fitted effect of over 55% in size
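First, 250 cells per well were seeded. Next, compound or vehicle (23 nL) was pinned in, plates sat 48 hr at 37 C. Finally Hoechst was added for 40 min before fluorescence scanning.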
IL1B secr inh – qHTS for Inhibitors of Inflammasome Signaling: IL-1-beta AlphaLISA Primary Screen | THP-1 LPS/ATP IL-1B secretion, AlphaLISA, 16 h; active compounds read low | activity change, % at 57.5 µM | hit rate 4.7% among 360,000 | AID 743279, 2014; in the data active means activity change below about -50%; inconclusive means mostly about -30% to -49%; further: on the % scale 0 is the no-effect control and ±100 the full control effect
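Secreted IL-1B measured by AlphaLISA bead assay after 16 h compound exposure of THP-1 cells; compounds (final up to 57.5 uM) added 1 h before LPS (250 ng/mL) and ATP (1.25 mM) stimulation; lower signal means less secretion.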
HT1080 IDH1KD tx – qHTS for induction of synthetic lethality in tumor cells producing 2HG: qHTS for the HT-1080-IDH1KD cell line; hit rate 2% among 360,000; Potency, µM (top dose mostly 46.1 µM), without a hit: at the top dose activity, negative = toxicity, actives largely listed as cytotoxic; HT-1080 IDH1 knockdown viability, ATP luminescence, 48 h;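 further: potency means the concentration at half of the fitted maximal effect; 0% = DMSO wells and -100% = cell-free medium wells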
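Luminescent ATP read-out (CellTiter-Glo, 10 min at room temperature) after 48 h compound exposure at 37 °C gave viability of IDH1-knockdown HT-1080 cells. Activity was normalised to DMSO and cell-free wells, then fitted as concentration-response curves.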
MCF10A rerep – A quantitative high throughput screen for small molecules that induce DNA re-replication in MCF 10a normal breast cells. MCF 10A DNA re-replication, Hoechst nuclear intensity, 48 h. Potency, µM (highest dose often 46.1 µM), for inactives: at the highest dose activity, positive = re-replication, usual class: activators. hit rate 2.9% among 350,000. AID 624296, 2012; further: potency means the concentration at half of the fitted maximal effect; % of control where 0% means no effect; nearly all actives have a fitted effect of over 50% in size
* marks the source's active call; other numbers are inactive results; ? = inconclusive; . = not tested or not shown; [ ] = dose if it differs, or a comment. Unless noted, the call rests on the fitted dose curve; in most records, active means well fitted curve in the direction sought with a large enough effect; inconclusive means small, poorly fitted or top-dose-only effect, or another doubt; inactive means no such curve, though single readings can be large; an effect the other way counts as inactive or inconclusive. Rows are unselected. Share with any hit: about 12%.

No. | Molecule | KB-3-1 cytotox | KB-V1 cytotox | ATXN2 expr inh | MCF10A rerep | HT1080-NT tox | WRN inhibitor | SW480 rereplic | HT1080 IDH1KD tx | IL1B secr inh
1 | CC[C@]12c3[nH]c4ccc(OC)cc4c3CCN1C(=O)C(CC(=O)NCc1ccco1)C[C@@H]2C(=O)N1CCN(C(=O)c2ccco2)CC1 (some centres not stated) | 7% | 24% | 5% | -2% | 1% | -3% | ? | 13% | 4
2 | COc1ccc(-n2c(C)cc(C(=O)CSc3nnc(-c4ccoc4C)n3C)c2C)cc1 | -6% | -22% | -11% | 27% | -3% | -3% | -17% | 1% | 0
3 | COc1ccc(C(=S)N2CCOCC2)cc1OC(=O)c1ccccc1Cl | ? | -4% | -2% | -14% | -1% | -8% | -8% | 1% | 10
4 | Cc1ccc(C)c(NS(=O)(=O)c2c(C)nn(C)c2C)c1 | -1% | 24% | 1% | 7% | 5% | -2% | -3% | 1% | 1
5 | CCOC(=O)N/N=C/C(Cl)=C/c1ccccc1 | 9% | -3% | 17% | 0% | 6% | 0% | 1% | 1% | -53*
6 | Clc1ccc(Oc2nc3c(Cl)cccc3s2)cc1Cl | -2% | 4% | 36%[activator] | -1% | -1% | 2% | -5% | 5% | 29
7 | N#C/C(=C/Nc1ccccc1)c1ccsc1 | -11% | -20% | 37% | ? | -6% | -8% | -13% | 0% | -10
8 | CC(=O)Nc1ccc(NC(=O)C(=O)NCC(c2ccco2)N2CCc3ccccc32)cc1 (configuration not stated) | ? | -18% | ? | 25% | ? | -2% | -8% | ? | -21
9 | NC(=O)C1CCN(CC(O)CSc2ccc(F)cc2)CC1 (configuration not stated) | 11% | ? | 10% | -3% | 10% | -4% | -3% | 24% | 1
10 | O=c1nc(C(F)(F)F)nc2ccccn12 | -1% | -2% | -7% | 13% | -3% | -3% | 0% | 7% | -5
11 | O=C(NC1CCCC1)C(c1ccccc1)N(Cc1cccnc1)C(=O)Cc1cccs1 (configuration not stated) | -6% | ? | 3% | -1% | -2% | -5% | ? | 0% | 7
12 | Cc1c(NC(=O)COC(=O)/C=C/c2cccc(Cl)c2)c(=O)n(-c2ccccc2)n1C | 3% | 12% | . | ? | 6% | -4% | 0% | -2% | -9
13 | O=C(N/N=C1\SCC(=O)N1CCc1ccccc1)c1cccs1 | 2% | 0% | 9% | 3% | 4% | 5% | -9% | 9% | 3
14 | CCOc1ccc(-c2cc3cc(OC)c(OC)cc3c(C)n2)cc1 | -1% | 9% | -4%[11.3 µM] | -14% | 20% | -32% | 2% | 6% | 23
15 | O=C(NCCCNC(=O)c1ccccn1)c1ccc(Cl)cc1 | -2% | -5% | 18% | -4% | 5% | -4% | -5% | -10% | 42
16 | Cn1c(=O)c2c(ncn2CC(=O)OCC(=O)Nc2ccccc2Cl)n(C)c1=O | 2% | -11% | 2% | -27% | 3% | 1% | -85%[inhibitor] | 7% | -11
17 | CCn1c(CN2CCCCC2)nc2cc(S(=O)(=O)N3CCCCC3)ccc21 | -3% | -17% | . | ? | -1% | 6% | 14% | -1% | 15
18 | Cc1nc(-c2ccc(NC(=O)Cc3ccccc3)cc2)cs1 | -15% | 16% | 34%[activator] | -6% | 10% | 2% | 2% | 20% | 31
19 | CCC(=O)Nc1ccc(N2CCN(C(=O)c3ccccc3C)CC2)cc1 | 9% | -1% | 8% | 5% | 21% | 16% | 2% | 3% | -6
20 | COc1ccc(C(=O)Nc2nnc(Cc3ccc(OC)c(OC)c3)s2)cc1 | 6% | -10% | 0% | -14% | -13% | 2% | 2% | -9% | 12

IL1B secr inh: what is marked active above
#	molecule	WRN inhibitor	IL1B secr inh
5	CCOC(=O)N/N=C/C(Cl)=C/c1ccccc1	0%	-53*

New compounds follow:
No. | Molecule | KB-3-1 cytotox | KB-V1 cytotox | ATXN2 expr inh | MCF10A rerep | HT1080-NT tox | WRN inhibitor | SW480 rereplic | HT1080 IDH1KD tx | IL1B secr inh
21 | CN1C(=O)CC(N2CCN(CC(N)=O)CC2)C1=O (configuration not stated) | 20% | 15% | 0% | 0% | 18% | 0% | 0% | 13% | 8
22 | COc1ccc(-c2cc(C)no2)cc1S(=O)(=O)NCCCN1CCN(c2ccccc2)CC1 | ? | ? | . | -5% | -18% | -7% | -3% | -12% | -9
23 | O=C(O)CCn1cc(/C=C/C(=O)c2ccc(Cl)cc2)c(-c2cccc(Br)c2)n1 | ? | -7% | ? | 4.1µM* | -27% | -28%[57.1 µM] | ? | 23µM* | -97*
24 | COc1ccc(CCNC(=O)C(F)(F)F)cc1S(N)(=O)=O | 3% | -4% | . | . | 0% | 8% | . | 5% | 22
25 | NC(=NC1CCCCC1)NS(=O)(=O)c1ccccc1 | 1% | 12% | -9% | 2% | 19% | 6% | -5% | 16% | 20
26 | N#Cc1ccc(CSc2nnc(-c3ccncc3)o2)cc1 | 2% | -14% | -3% | -5% | 10% | 4% | -7% | -6% | 1
27 | CC(NC(=O)c1cccc(N2CCCC2=O)c1)c1ccc2c(c1)OCCO2 (configuration not stated) | 11% | -7% | 10% | 0% | 16% | 5% | 2% | 15% | 6
28 | CCOC(=O)c1c(NC(=O)CS(=O)(=O)c2cn(CC)c3ccccc23)sc2c1CCCC2 | 4% | 3% | -21% | 0% | -11% | -5% | 3% | -9% | 28
29 | CCC(CC)c1nnc(NC(=O)C2CC(=O)N(C3CCCC3)C2)s1 (configuration not stated) | 2% | -4% | -4% | -7% | 4% | 1% | -6% | 5% | 31
30 | COC(=O)c1ccc2cc(C)cc(C)c2n1 | 0% | 21% | 2% | . | 13% | 2% | . | 15% | 23
31 | CCOC(=O)N1CCN(C(=O)c2ccc3c(=O)n4c(nc3c2)CCCCC4)CC1 | 2% | 0% | -2% | 8% | 11% | 2% | -2% | 4% | -5
32 | CCOC(=O)c1ccc(N2Cc3ccccc3C2)cc1O | 1% | -7% | 81%[activator] | 1% | 7% | -15% | 0% | 20% | -4
33 | Nc1cc(=O)[nH]c(=O)n1CCc1ccccc1 | 4% | ? | -4% | 0% | 0% | 0% | -15% | 0% | 27
34 | Cc1ccc(-c2cc(C(F)F)n3ncc(C(=O)Nc4c(C)nn(Cc5ccccc5Cl)c4C)c3n2)cc1 | 16µM* | ? | ? | 22%[9.22 µM] | -27% | 2% | 1% | 9% | ?
35 | CCC(C)(C)n1nnnc1C(c1cc2ccc(OC)cc2[nH]c1=O)N1CCc2ccccc21 (configuration not stated) | -8% | -16% | -12% | ? | ? | -9% | ? | 11µM* | -14
36 | COc1ccc(C2CC(c3ccc4ccccc4c3OC(C)=O)=NN2C(C)=O)cc1 (configuration not stated) | ? | -15% | 2% | ? | ? | 9% | ? | ? | -26
37 | Cc1cc(NS(=O)(=O)c2ccccc2)c(C)c(Cl)c1O | ? | 21µM* | -4% | -1% | -10% | -4% | 3% | 0% | 3
38 | O=C(CSc1nnc(-c2c[nH]c3ccccc23)o1)NCC1CCCO1 (configuration not stated) | 2% | -8% | 0% | 1% | 12% | -20% | -7% | 12% | 23
39 | Cc1noc(C)c1NC(=O)N(C)C[C@@H]1Oc2cc(Br)ccc2S(=O)(=O)N([C@@H](C)CO)C[C@H]1C | -19% | 12% | 0% | . | 11% | 3% | . | 0% | -11
40 | Cc1csc(NC(=O)C(C)N2C(=O)c3ccccc3S2(=O)=O)n1 (configuration not stated) | 11% | 14% | 14% | 1% | 6% | 5% | 1% | -2% | 12
41 | COc1ccc([C@@H]2CC=C(C(=O)O)CN2S(=O)(=O)c2ccc(Cl)cc2)cc1 | 2% | ? | 6% | ? | -8% | 13% | -12% | 1% | 17
42 | COC(=O)c1ccccc1NC(=O)COc1ccccc1 | 10% | ? | 16% | 3% | 12% | -1% | -1% | 5% | 4

3 entries from above, as labelled records:
29) CCC(CC)c1nnc(NC(=O)C2CC(=O)N(C3CCCC3)C2)s1 (configuration not stated)
  KB-3-1 cytotox: 2% | KB-V1 cytotox: -4% | ATXN2 expr inh: -4% | MCF10A rerep: -7% | HT1080-NT tox: 4% | WRN inhibitor: 1% | SW480 rereplic: -6% | HT1080 IDH1KD tx: 5% | IL1B secr inh: 31

25) NC(=NC1CCCCC1)NS(=O)(=O)c1ccccc1
  KB-3-1 cytotox: 1% | KB-V1 cytotox: 12% | ATXN2 expr inh: -9% | MCF10A rerep: 2% | HT1080-NT tox: 19% | WRN inhibitor: 6% | SW480 rereplic: -5% | HT1080 IDH1KD tx: 16% | IL1B secr inh: 20

37) Cc1cc(NS(=O)(=O)c2ccccc2)c(C)c(Cl)c1O
  KB-3-1 cytotox: ? | KB-V1 cytotox: 21µM* | ATXN2 expr inh: -4% | MCF10A rerep: -1% | HT1080-NT tox: -10% | WRN inhibitor: -4% | SW480 rereplic: 3% | HT1080 IDH1KD tx: 0% | IL1B secr inh: 3

Compound activity as filed in PubChem.
